# Compound activity deposited in PubChem by National Center for Advancing Translational Sciences (NCATS).
# TrxR1 inh: blocks rat thioredoxin reductase 1 | Potency, µM (doses to about 114 µM), inactives show top-dose activity change, negative = inhibition, actives largely listed as inhibitors | hit rate 1% among 390,000 | AID 588453 | recombinant rTrxR1, NADPH fluorescence consumption, selenite substrate; note: potency is the fitted concentration of half-maximal effect; % is set by controls: 0 for no effect and ±100 for the full control effect; nearly all actives have a fitted effect of over 65% in size
#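 Rat TrxR1 (90 nM in the dispensed reagent) was pre-reduced with 400 uM NADPH for 5 min at room temperature, then incubated with compound for 15 min. After 400 uM selenite was added, NADPH fluorescence (Ex 340/Em 450 nm) was followed for 8 min.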
# RGS4 inh: inhibitors of human regulator of G protein signaling 4 | P49798 | Transcreener GDP fluorescence polarization, RGS4-accelerated GTP hydrolysis | Potency, µM (highest dose often 114 µM), inactives show at the highest dose activity change, negative = inhibition, usual class: inhibitors | hit rate 0.039% among 390,000; note: potency is the fitted concentration of half-maximal effect; % is set by controls: 0 for no effect and ±100 for the full control effect; nearly all actives have a fitted effect of over 75% in size; some results filed as inactive show a strong effect at the top dose
# Target sequence (P49798 whole entry, looked up): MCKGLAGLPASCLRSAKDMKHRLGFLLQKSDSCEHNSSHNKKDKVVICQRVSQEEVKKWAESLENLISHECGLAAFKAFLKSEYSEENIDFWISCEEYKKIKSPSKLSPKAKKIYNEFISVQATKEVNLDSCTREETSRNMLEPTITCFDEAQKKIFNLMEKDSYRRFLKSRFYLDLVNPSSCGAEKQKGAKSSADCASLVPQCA
#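 MLSMR compounds (23 nl, pin-transferred) preincubated 10 min at room temperature with a 500nM (2x) first reagent, then RGS4 at 900nM (2x) plus Transcreener GDP mix added; fluorescence polarization (620/688 nm) read before and after 90 min at 30 °C.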
# GRP78 ERSR act: inducers of ER stress response in human glioma cells; U87-MG GRP78 promoter luciferase reporter, 16 h; Potency, µM, for inactives: at the top dose activation, hits mostly activators; hit rate 0.02% among 420,000; AID 602332; note: potency is the fitted concentration of half-maximal effect; series mostly up to about 76 µM; % of control where 0% means no effect; nearly all actives have a fitted effect of over 35% in size
#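 Stably transfected U87-MG human glioma cells carrying a GRP78-based luminescent sensor were seeded at 1000 cells/well, pin-dosed with compounds and incubated 16 h. Luciferase reagent was then added, and end-point luminescence was read after 10 min at room temperature.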
# TrxR1 substrate: substrates of rat thioredoxin reductase 1; AID 588456; purified TrxR1 substrate turnover, NADPH consumption readout; O89049; hit rate 0.01% among 390,000; Potency, µM (highest dose often 114 µM), without a hit: at the highest dose activity change, negative = substrate turnover; note: potency is the fitted concentration of half-maximal effect; % is set by controls: 0 for no effect and ±100 for the full control effect; nearly all actives have a fitted effect of over 50% in size
#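 Rat TrxR1, dispensed at 90 nM, was prereduced with 400 uM NADPH (final) for 5 min at ~22 deg C, then incubated with compound 15 min before 400 uM selenite. A first-read NADPH fluorescence drop versus no-compound background flagged substrates.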
# USP1-UAF1 inh: blocks the human USP1/UAF1 deubiquitinase complex | recombinant USP1/UAF1, Ub-Rhodamine cleavage fluorescence | Potency, µM (doses to about 57.1 µM), without a hit: top-dose activity change, negative = inhibition, most hits filed as inhibitors | hit rate 0.23% among 390,000 | AID 743255; note: potency is the fitted concentration of half-maximal effect; % is set by controls: 0 for no effect and ±100 for the full control effect; nearly all actives have a fitted effect of over 60% in size; inactives centre near -12
# Target sequence (O94782 whole entry, looked up): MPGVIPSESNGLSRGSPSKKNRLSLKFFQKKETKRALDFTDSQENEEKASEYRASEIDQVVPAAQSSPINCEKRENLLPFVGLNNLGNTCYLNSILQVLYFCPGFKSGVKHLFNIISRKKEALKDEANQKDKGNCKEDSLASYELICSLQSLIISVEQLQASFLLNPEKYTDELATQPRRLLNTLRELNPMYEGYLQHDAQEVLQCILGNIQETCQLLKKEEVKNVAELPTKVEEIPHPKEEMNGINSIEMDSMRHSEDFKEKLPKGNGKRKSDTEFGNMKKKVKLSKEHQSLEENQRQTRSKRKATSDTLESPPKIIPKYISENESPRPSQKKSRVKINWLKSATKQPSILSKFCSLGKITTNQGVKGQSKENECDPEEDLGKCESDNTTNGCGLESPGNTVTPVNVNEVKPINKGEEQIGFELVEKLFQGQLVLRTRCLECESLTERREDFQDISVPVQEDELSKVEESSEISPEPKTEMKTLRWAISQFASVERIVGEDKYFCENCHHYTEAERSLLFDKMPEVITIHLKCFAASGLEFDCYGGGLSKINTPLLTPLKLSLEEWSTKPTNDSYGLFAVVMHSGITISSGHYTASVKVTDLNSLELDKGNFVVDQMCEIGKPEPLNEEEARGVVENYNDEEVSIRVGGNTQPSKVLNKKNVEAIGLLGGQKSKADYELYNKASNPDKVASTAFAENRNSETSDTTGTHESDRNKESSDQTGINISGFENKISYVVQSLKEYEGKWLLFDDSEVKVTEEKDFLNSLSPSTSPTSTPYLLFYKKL
#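 USP1/UAF1 complex at 1 nM was preincubated with compound for 15 min at room temperature, then Ub-Rho substrate (150nM final) was added. Fluorescence (480/540 nm) was read kinetically, 6 reads every 60 seconds.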
# IDH1 R132H inh: human IDH1 R132H inhibition | IDH1-R132H enzyme, NADPH consumption, diaphorase/resazurin fluorescence | Potency, µM (highest dose often 76.6 µM), inactives show at the top dose activity change, negative = inhibition, hits mostly inhibitors | hit rate 0.093% among 390,000 | AID 602179; note: potency is the fitted concentration of half-maximal effect; % is set by controls: 0 for no effect and ±100 for the full control effect; nearly all actives have a fitted effect of over 65% in size
#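 IDH1-R132H (0.5 ug/mL dispensed) in pH 7.5 Tris buffer was preincubated 30 min with compound, then given a substrate mix of 0.016 mM NADPH and 2 mM alpha-KG for 80 min at room temperature; remaining NADPH was read by diaphorase/resazurin fluorescence.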
# Vif-A3G inh: inhibitors of Vif-APOBEC3G interaction; Q9HC16; HeLa A3G-eYFP + Vif (tagged APOBEC3G with the HIV-1 protein that degrades it), YFP fluorescence, overnight; Potency, µM (doses to about 46.1 µM), for the others: at the highest dose activity, negative = active, most hits filed as inhibitors; hit rate 0.076% among 410,000; AID 602310;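 note: potency is the fitted concentration of half-maximal effect; % is set by controls: 0 for no effect and ±100 for the full control effect; nearly all actives have a fitted effect of over 60% in size; hits raise eYFP signal because A3G escapes Vif-driven loss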
#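 Read-out is eYFP fluorescence (Ex 488/Em 500-530) from Vif-expressing HeLa A3G-eYFP cells; more signal means A3G escaped Vif-mediated degradation. Cells plated overnight, compound pinned in, incubated overnight at 37 deg C.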
# Vif-APOBEC3F blk: inhibitors of Vif-A3F interaction; AID 602313; hit rate 0.2% among 390,000; Potency, µM (top dose mostly 46.1 µM), inactives show top-dose activity, negative = active; HeLa A3F-eYFP + Vif (tagged APOBEC3F with the HIV-1 protein that degrades it), YFP fluorescence increase; note: potency is the fitted concentration of half-maximal effect; % of control where 0% means no effect; nearly all actives have a fitted effect of over 65% in size
#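 HeLa cells stably expressing A3F-eYFP plus Vif, plated and incubated overnight at 37 deg C, then exposed to compounds overnight at 37 deg C. Blocked degradation read as raised yellow fluorescence (Ex 488/Em 500-530).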
# LDHA block: LDHA (human) enzyme inhibition; activity change, % (values are at about 110 or 230 µM); purified LDHA, NADH/diaphorase-resazurin fluorescence; hits give low values; hit rate 0.15% among 480,000; P00338; in the data active = activity change below about -30%; inconclusive = mostly about -25% to -30%;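 note: plate controls were DMSO wells for no effect and wells without enzyme for full effect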
#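 Resorufin fluorescence (ex540/em590), read at 0 and 20 min after diaphorase/resazurin addition, reports the NADH left after a 5 min room-temperature reaction of 2 nM human LDH5 with 0.06 mM NADH and 0.2 mM pyruvate.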
# * marks the source's active call; other numbers are inactive results; ? = inconclusive; / = no result given; [ ] = remark or other dose. Unless noted, calls come from the whole dose curve; as a rule, active = well fitted curve in the direction sought with a large enough effect; inconclusive = small, poorly fitted or top-dose-only effect, or another doubt; inactive = no such curve, though single readings can be large; an effect the other way counts as inactive or inconclusive. These rows are one share of the data (hit frequency here may not be typical).
SMILES,TrxR1 inh,RGS4 inh,GRP78 ERSR act,TrxR1 substrate,USP1-UAF1 inh,IDH1 R132H inh,Vif-A3G inh,Vif-APOBEC3F blk,LDHA block
COc1ccccc1N1CCN(C(=O)c2coc(=O)c(Br)c2)CC1,-7%,-25%,-2%,137%[activator],-13%,0%,-9%,-14%,-1
Cc1nc(CNS(=O)(=O)c2ccc(Oc3ccccc3)cc2)cs1,18%,-14%,-4%,-2%[57.1 µM],1%,8%,1%,3%,-2
CCSc1nnc(NC(=O)Cc2ccc(OC)c(OC)c2)s1,12%[57.1 µM],-19%,-7%,10%[57.1 µM],-12%,2%,-5%,1%,-2
CCCc1nnc(SCC(=O)NC2CC2)n1CC,20%,11%,-5%,2%,-2%,7%,3%,-6%,-7
O=S(=O)(c1ccc(Cl)cc1)N1CCC(O)(c2cccnc2)CC1,18%,1%,-7%,8%,?,3%,-3%,1%,-6
O=C1c2oc3ccc(Cl)cc3c(=O)c2C(c2ccccn2)N1CCCN1CCOCC1 (stereo not drawn),?,-33%,-2%,3%[57.1 µM],-15%,11%,2%,0%,3
Cc1ccccc1CSCCNC(=O)c1ccc(N(C)S(=O)(=O)c2ccccc2)cc1,9%,-14%,8%,-3%,-17%,0%,-1%,-10%,-5
CCOc1ccccc1NC(=O)CSc1nccn1-c1ccccc1,10%[57.1 µM],-7%,-3%,11%[57.1 µM],-6%,4%,-3%,1%,-7
O=C(COc1ccccc1)NCC(c1ccco1)N1CCCCC1 (stereo not drawn),-9%,4%,-5%,-10%,-2%,-2%,0%,-4%,1
CCOc1ccc(NC(=O)CN2C(=O)COc3ccc(S(=O)(=O)N4CCCC4)cc32)cc1,11%,-1%,-3%,2%,-22%,0%,1%,-5%,-2
Cc1ccc(S(=O)(=O)Cc2ccc(C(=O)NCCc3ccccc3)o2)cc1,9%,-3%,5%,-4%,-18%,-2%,1%,0%,-1
COc1cccc(CN2CCN(C3CCN(c4ccccc4F)CC3)CC2CCO)c1 (stereo not drawn),-20%,5%,-2%,-1%,-5%,-8%,1%,0%,-4
O=C(COc1ccccc1)c1cn(CC(=O)N2CCOCC2)c2ccccc12,-9%,-20%,2%,-9%,3%,13%,-16%,-17%,-2
Cc1ccc(-c2nnc(SCC(=O)CC(=O)Nc3ccccc3)n2C)cc1,-14%,-23%[56.9 µM],-4%,-12%,-8%,4%,1%,-4%,7
O=C(CCn1nc(-c2ccccc2)c2ccccc2c1=O)N1CCN(c2ccccc2)CC1,1%[57.1 µM],-29%,-3%,15%[57.1 µM],-15%,10%,0%,5%,-2
CC1CN(C(=O)c2ccccc2C(=O)c2ncc[nH]2)CC(C)O1 (stereo not drawn),2%,0%,-4%,6%,-10%,0%,-4%,-4%,-2
COc1ccccc1-c1ccc2nnc(SCC(=O)N3CCCC3)n2n1,1%[57.1 µM],12%,-1%,1%[57.1 µM],-9%,-4%,0%,-13%,-14
O=C1NCCN1C(=O)c1ccco1,-9%,-14%,-3%,-7%,-3%,-3%,-4%,1%,4
CCc1cc(C(c2ccccn2)N2CCN(C)CC2)c(NC(=O)c2ccccc2)s1 (stereo not drawn),?,-33%,-1%,-4%,-12%,-2%,0%,-17%,3
COc1cc(C2N(c3ccccc3)CCN2c2ccccc2)ccc1OC(C)=O,15%[57.1 µM],29%,3%,6%[57.1 µM],-16%,4%,-2%,4%,13
CN1C(=O)/C(=C/c2ccc(O)c([N+](=O)[O-])c2)N(C)C1=S,-3%,19%,-1%,-13%,-10%,-4%,-3%,1%,2
C=CCNC(=O)CN(CCc1ccccc1)S(=O)(=O)c1ccccc1,-17%,-5%,-3%,7%,-16%,4%,-2%,1%,-4
O=C(CC12CC3CC(CC(C3)C1)C2)NCc1ccc(F)cc1,12%[57.1 µM],?,1%,6%[57.1 µM],5%,5%,-1%,1%,-2
Cc1cccc(C)c1OCCCCCNCCO,8%,3%,0%,7%,-3%,-1%,-1%,-11%,-2
O=C/C(=C\Nc1ccc(Br)cc1)c1nc2ccccc2o1,6%[57.1 µM],-14%,3%,9%,0%,7%,-2%,11%,-1
CCN(CC)C(=O)[C@H]1C[C@H](CC(=O)NCCN2CCOCC2)C(=O)N2CCc3c([nH]c4cc(-c5ccco5)ccc34)[C@]12C,-6%,-19%,8%,61%[activator],-14%,-10%,0%,-3%,-3
O=C(Nc1ccccc1O)c1csc2c1CCCC2,8%[57.1 µM],-1%,3%,-15%,?,0%,-14%,0%,-12
O=C(NCC(=O)N1CCN(c2ccccc2)CC1)c1ccccc1,15%,-14%[56.9 µM],0%,3%,-9%,-11%,0%,2%,-9
CC(C)(C)n1nnnc1C(c1ccc(C(F)(F)F)cc1)N(Cc1ccccc1)Cc1ccco1 (stereo not drawn),-12%,-19%,-4%,-6%,-18%,9%,4%,-4%,-1
COc1ccc(C(CNC(=O)CNS(=O)(=O)c2ccc(NC(C)=O)cc2)N2CCOCC2)cc1 (stereo not drawn),-5%,-8%,-5%,-6%,-6%,3%,-1%,-17%,-3
OCC[C@@H]1C[C@H](O)[C@@H](O)[C@@]2(Cc3ccccc3O2)O1,-6%,-3%,-3%,-3%,-8%,2%,2%,-1%,0
O=c1[nH]c(=S)c2[nH]cnc2[nH]1,-35%,0%,-1%,-9%,/,/,-2%,/,-3
Cc1ccc(S(=O)(=O)CC(=O)NCc2ccc(Cl)cc2)cc1,6%,2%,3%,-2%,-20%,2%,0%,-28%,-4
Cc1cc(C)c(NC(=O)COc2nc3ccccc3nc2C)c(C)c1,-1%,19%,0%,1%,-14%,4%,-2%,8%,-7
Cc1cc(C(C)(C)C)ccc1NC(=O)CC(C)(C)CC(=O)O,22%[57.1 µM],-16%,4%,2%[57.1 µM],-6%,8%,2%,-7%,-2
CCOc1cccc(NC(=O)CSc2nncn2N)c1,16%,-3%,-1%,-7%,-23%,-1%,2%,?,2
COc1ccc2c(c1)CCN1C2CCN2C(=O)CCC21 (stereo not drawn),-30%,-6%,-1%,-10%,-24%,0%,-4%,0%,-4
CC1CCN(c2nc3c(c(=O)[nH]c(=O)n3C)n2Cc2ccccc2)CC1,14%,-10%,-1%,2%,?,-1%,2%,-7%,-4
COc1ccc(/C(C)=N/NC(=O)OC(C)(C)C)cc1[N+](=O)[O-],18%,8%,-1%,3%,-23%,8%,-4%,4%,-4
CN(C)S(=O)(=O)c1ccc(N=Cc2c(C(F)(F)F)[nH][nH]c2=O)cc1,20%,13%,-1%,-1%,-12%,2%,-1%,-3%,-5

# Single records, from the list above.
# `COc1ccc2c(c1)CCN1C2CCN2C(=O)CCC21` (stereo not drawn) is listed as TrxR1 inh: -30%; RGS4 inh: -6%; GRP78 ERSR act: -1%; TrxR1 substrate: -10%; USP1-UAF1 inh: -24%; IDH1 R132H inh: 0%; Vif-A3G inh: -4%; Vif-APOBEC3F blk: 0%; LDHA block: -4
# `Cc1cccc(C)c1OCCCCCNCCO` is listed as TrxR1 inh: 8%; RGS4 inh: 3%; GRP78 ERSR act: 0%; TrxR1 substrate: 7%; USP1-UAF1 inh: -3%; IDH1 R132H inh: -1%; Vif-A3G inh: -1%; Vif-APOBEC3F blk: -11%; LDHA block: -2

# (more compounds)
SMILES,TrxR1 inh,RGS4 inh,GRP78 ERSR act,TrxR1 substrate,USP1-UAF1 inh,IDH1 R132H inh,Vif-A3G inh,Vif-APOBEC3F blk,LDHA block
COCCn1c(SCC(=O)N2CCCCC2)nc2c(c1=O)SC(C)C2 (stereo not drawn),-11%,16%,-4%,-7%,-4%,5%,2%,1%,-3
CCOC(=O)C1=NNC(C(=O)c2ccc(C)cc2)C1c1ccc(OC)cc1 (stereo not drawn),-1%[57.1 µM],-20%,0%,-1%[57.1 µM],-6%,-1%,0%,-3%,-2
O=C1CC(N2CCN(S(=O)(=O)c3ccccc3)CC2)C(=O)N1c1ccccc1 (stereo not drawn),7%,9%,-1%,9%,-27%,4%,-2%,0%,-4
CC(C)NC(=O)c1n[nH]c(=O)c2ccccc12,-3%,-1%,-3%,-2%,0%,-5%,2%,/,-14
O=C(CCNS(=O)(=O)c1ccccc1)NCCCc1ccccc1,-8%,-9%,-4%,-3%,-19%,5%,1%,10%,0
CCC(C)C(Nc1ccc(C(=O)OC)cc1[N+](=O)[O-])C(=O)OC (stereo not drawn),-1%,-4%,-3%,-11%,-17%,-4%,0%,-8%,-4
C/C(=C\c1ccccc1)C1NC(=O)c2c(sc3c2CCCC3)N1 (stereo not drawn),?,-23%,-5%,8%,-15%,2%,-20%,-5%,4
O=C(O)C1CCCCC1C(=O)Nc1ccc(S(=O)(=O)N2CCCCC2)cc1 (stereo not drawn),6%,-1%,-4%,-5%,-25%,-1%,1%,-3%,-12
CCCC(=O)Nc1nnc(S(=O)(=O)N2CCCC2)s1,12%,10%,3%,3%,-25%,-1%,1%,-5%,0
CC(C)COc1ccc(C(=O)Nc2cc(-c3ccccc3)no2)cc1,13%,6%,-1%,-1%,-17%,6%,2%,-2%,-9
CCCCN1C(=S)NC[C@@H]1Cc1cccc2ccccc12,-4%[57.1 µM],-46%,-1%,2%[57.1 µM],?,1%,1%,-11%,-4
